Screening data: PubChem BioAssay, several laboratories
KLF5 inhibitor – suppresses KLF5 promoter-driven expression; DLD-1 KLF5 promoter-luciferase reporter, luminescence; hit rate 0.23% among 290,000; inhibition, % at 5 µM;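 active = inhibition above a per-plate limit of that plate's mean compound inhibition plus 3 SD, cut at about 60% in these data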;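 also: 0% = DMSO wells and 100% = LY294002 at 200 µM; higher means less KLF5 promoter-driven luciferase light; inactives centre near -14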
aSyn 5UTR inh – 5' untranslated region of α-synuclein, MLPCN primary screen; alpha-synuclein 5'UTR reporter, inhibitor activity; AID 1813; hit rate 0.82% among 300,000; inhibition, % (tested at 7.5 µM); in the data active = inhibition above about 60%; inconclusive = no clear call, values can overlap the other calls;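 also: H4 neuroglioblastoma cells stably carrying SNCA 5'UTR luciferase fusion; 0% = DMSO wells and 100% = positive control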
GSK3B inh – blocks human GSK3beta kinase activity; AID 2097; GST-GSK3beta kinase, ADP-Glo luminescence, 60 min; stronger effect = lower value; activity score (negative = inhibition), % at 10 µM; hit rate 0.038% among 300,000;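 active = more than half of replicate wells score below -50%, meaning over 50% inhibition versus plate controls; inconclusive = some replicates but at most half score below -50%; inactive = no replicate scores below -50%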;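 also: 0% = median DMSO wells and -100% = median GW8510 positive control wells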
Target sequence (P49841 whole entry, looked up): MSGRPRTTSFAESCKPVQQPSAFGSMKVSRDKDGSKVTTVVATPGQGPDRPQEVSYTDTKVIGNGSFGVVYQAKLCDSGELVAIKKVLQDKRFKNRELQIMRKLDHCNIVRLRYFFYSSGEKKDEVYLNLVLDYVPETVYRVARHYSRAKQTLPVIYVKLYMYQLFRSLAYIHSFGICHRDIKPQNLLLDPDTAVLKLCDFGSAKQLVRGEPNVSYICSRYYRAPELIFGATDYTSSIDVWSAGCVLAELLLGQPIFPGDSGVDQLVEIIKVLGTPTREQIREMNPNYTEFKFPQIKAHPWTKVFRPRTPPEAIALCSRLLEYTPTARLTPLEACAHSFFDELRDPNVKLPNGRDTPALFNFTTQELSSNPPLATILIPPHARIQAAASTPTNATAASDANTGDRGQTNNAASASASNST
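test system = GST-tagged human GSK3beta kinase, cell-free | reagent = 25 µM ATP with peptide substrate | dosing = one dose of 10 µM per compound | schedule = 60 min reaction, RT | detection = luminescent ADP-Glo measurement of ADP formed | control set = DMSO neutral wells and GW8510 at 20 µM as positive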
HSP90 refold inh – inhibitors of HSP90 luciferase refolding in rabbit reticulocyte lysate. luciferase refolding luminescence, 3 h. inhibition, % at 5.6 µM. hit rate 0.91% among 290,000;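 active = inhibition above the screen-wide mean plus 3 SD, computed separately per campaign, cut at about 16% in these data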;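 also: 0% = DMSO wells and 100% = 60 µM geldanamycin wells; inhibitors lower the luminescence because luciferase stays unfolded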
HSF1 inh – HSF1 inhibition | NIH3T3-HGL HSE-luciferase, MG132-induced, luminescence 8 h; stronger effect = lower value | activity change, negative = inhibition, % at 7.5 µM (by protocol) | hit rate 0.77% among 300,000 | AID 2098;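 active = more than half of replicate wells show activity change below -50%, luminescence cut by over half; inconclusive = some wells, but at most half, below -50%; inactive = no replicate well below -50%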;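 also: luciferase reports HSF-1 transcriptional activity via heat shock element; 0% = median of DMSO wells and -100% = zero luminescence signal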
IEC-6 tox – kills IEC-6 intestinal cells in KLF5 counter-screen. IEC-6 cytotoxicity, luminescence viability. inhibition, % at 5 µM. hit rate 0.78% among 290,000; in the data active = inhibition above about 22%;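 also: 0% = plate median of test compound wells and 100% = cytotoxic reference compound wells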
AI-2 QS modul – modulators of Vibrio harveyi AI-2 quorum sensing system; Vibrio harveyi JMH597 AI-2 luminescence/OD600 ratio, 9 h; stronger effect = lower value; strain lacks LuxN and CqsS sensors; 0 = neutral-control median; activity change, % at 7.5 µM; hit rate 0.4% among 300,000; in the data active = activity change below about -75%, passing the limit was not always enough; inconclusive = no clear call, values can overlap the other calls;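 also: luminescence divided by OD600 gain over 9 h not by final OD600 alone; inactives centre near 13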
HIF act – HIF pathway transcriptional activation; U2OS HRE-luciferase reporter, luminescence; normalized: DMSO 0%, desferrioxamine 100%; activation, % at 7.5 µM (by protocol); hit rate 0.32% among 300,000;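 active = mean activation of at least 10% of the iron chelator positive control signal, with at least half of replicates also reaching 10%; inconclusive = mean and replicate majority disagree about reaching 10%; inactive = mean and most replicates under 10%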
GSK3 alpha inh – inhibitors of human GSK-3 alpha kinase. ADP-Glo luminescence, 60 min. inhibition, % at 10 µM. hit rate 0.1% among 320,000. AID 2650;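 in the data active = inhibition above about 50%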;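 also: GST-tagged GSK-3 alpha with peptide substrate and 25 µM ATP; 0% = DMSO neutral wells and 100% = GW8510 positive control wells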
Target sequence (P49840 whole entry, looked up): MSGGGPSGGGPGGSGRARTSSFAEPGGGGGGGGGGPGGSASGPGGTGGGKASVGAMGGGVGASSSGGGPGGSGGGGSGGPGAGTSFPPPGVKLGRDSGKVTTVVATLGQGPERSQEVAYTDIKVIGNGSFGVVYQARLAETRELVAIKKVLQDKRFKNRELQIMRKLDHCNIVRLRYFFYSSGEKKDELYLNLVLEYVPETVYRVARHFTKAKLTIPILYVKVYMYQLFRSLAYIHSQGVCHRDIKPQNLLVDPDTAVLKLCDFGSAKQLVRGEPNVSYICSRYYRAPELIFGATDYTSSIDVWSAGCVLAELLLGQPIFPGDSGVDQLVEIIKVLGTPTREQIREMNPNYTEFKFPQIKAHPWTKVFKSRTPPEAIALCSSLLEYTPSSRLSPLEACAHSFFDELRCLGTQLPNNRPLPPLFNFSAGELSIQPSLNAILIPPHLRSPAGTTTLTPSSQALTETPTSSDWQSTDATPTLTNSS
HSF-1 act – increases HSF-1 driven luciferase reporter signal | NIH3T3-HGL HSF-1 luciferase reporter, MG132, 8 h; 100% = twice DMSO control signal | activation, % at 9 µM | AID 504408 | hit rate 1.7% among 300,000;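 active = mean replicate activation of at least 50% with a set share of replicates each reaching 50%; inconclusive = only one of those two conditions met; inactive = mean below 50% and too few replicates reaching it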;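 also: 0% = median of the neutral control wells and 100% = twice that signal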
* hit, by the source's call; ? = inconclusive; / = no result given.

SMILES	KLF5 inhibitor	aSyn 5UTR inh	GSK3B inh	HSP90 refold inh	HSF1 inh	IEC-6 tox	AI-2 QS modul	HIF act	GSK3 alpha inh	HSF-1 act
CC(C(=O)Nc1cccc([N+](=O)[O-])c1)N(c1ccccc1)S(C)(=O)=O (stereo unspecified)	-25	16	-2	7	-1	-1	26	1.6	-1	4
CCNc1nc(NC(C)C)nc(SCCOc2ccc(C)cc2)n1	-7	27	-4	3	0	4	11	-0.4	-1	20
CC(C)(C)OC(=O)N1CCN(C(=O)Cn2cc(CCO)nn2)CC1	-2	7	1	-3	-5	-2	19	-0.9	1	-1
CN1CCN(S(=O)(=O)c2cccc(S(=O)(=O)c3ccc(Cl)cc3)c2)CC1	-12	4	2	4	3	-9	-1	0.0	-2	1
Brc1ccccc1-n1nnc(-c2cnc3ccccc3c2)n1	/	7	-2	/	30	/	-39	0.6	-2	?
Cc1cc(-c2ccc(C(C)C)c(S(=O)(=O)N3CCC(C)CC3)c2)on1	-7	19	3	2	22	-2	29	-0.1	4	38
N#CCCCSc1ncccc1-c1nc2ccccc2[nH]1	51	-11	1	-1	-7	4	9	-0.3	-1	15
CCn1c(NC)cc(=O)n(C)c1=O	4	10	1	-4	-8	1	-6	-0.2	0	-2
Cc1ccc(/C=N/N=C2/NC(=O)C(CC(=O)Nc3ccc(Cl)cc3)S2)o1 (stereo unspecified)	6	16	4	3	-5	8	26	0.3	-2	8
Cc1ccc(NC(=O)Cn2ncn3c(cc4ccccc43)c2=O)c(C)c1	-8	9	17	2	-2	-8	14	0.4	0	-17
O=C(c1ccc(F)cc1)N1CCCCC(Sc2nnc3ccccn23)C1=O (stereo unspecified)	-5	-11	2	-4	1	-3	5	/	-2	24
COc1ccc(Cn2cnc3c4cc(F)ccc4n(C)c3c2=O)cc1	-3	/	-1	-1	/	1	20	/	-2	/
COCCNC(=O)C(=O)NCC1OCCN1S(=O)(=O)c1ccc2c(c1)OCCO2 (stereo unspecified)	3	16	1	0	2	3	4	-0.1	1	-1
Cc1nc(CC(=O)N2CCN(S(=O)(=O)c3ccccc3C#N)CC2)cs1	-6	-4	-5	-1	0	-1	5	-0.9	0	2
COCCCN(C(=S)Nc1ccc(OC)cc1)C(C)c1ccncc1 (stereo unspecified)	-26	-5	1	-1	-1	-1	13	0.5	0	-6
CC(=O)Nc1sc2c(c1CN1CCCC1)CCCC2	-16	7	-1	-4	-3	-2	-7	1.2	0	-8
CCCC1(C(=O)O)NC(c2ccccc2O)C2C(=O)N(c3cccc(Cl)c3)C(=O)C21 (stereo unspecified)	/	6	2	/	-1	/	30	/	-5	5
Cc1ccc(-c2csc3nnc(SCC(=O)N4CCN(Cc5ccccc5)CC4)n23)cc1	16	2	0	2	6	5	15	0.4	-1	23
CCn1c(SC(C)C(=O)Nc2nccs2)nnc1-c1ccncc1 (stereo unspecified)	-12	0	-10	-1	0	-2	9	-0.5	1	-4
CCCCN(CC)CCCNC(=O)c1cn(CC(C)C)c(=O)c2c1c1ccccc1n2C	-17	-48	1	0	-4	-1	18	0.4	-2	10
COc1ccc(CCNC(=O)C(=O)NCC2CCCN2S(=O)(=O)c2ccc(OC)cc2)cc1 (stereo unspecified)	/	0	-19	/	-2	/	11	1.7	2	6
CN(C)S(=O)(=O)c1cc(NC(=O)Cn2ccsc2=N)ccc1Cl	-10	-4	0	-1	0	-2	17	0.7	-1	-7
CCC(=O)Nc1nc2n(n1)C(c1ccc(OC)cc1)C=C(c1ccccc1)N2 (stereo unspecified)	-14	-30	-2	2	4	11	6	0.1	0	26
C/C(=N\NC(=O)C1(C)CC1(Br)Br)c1cccc(NC(=O)C2CCC2)c1 (stereo unspecified)	-16	-15	3	-1	-2	-2	8	-0.6	-2	-7
COc1ccc(CN2CCN(CCSc3ccc(C)cc3)CC2)c(OC)c1OC	-5	4	2	8	3	-2	23	0.3	1	-14
CCOn1c(=O)c(-c2ccc(Cl)cc2)[n+]([O-])c2ccccc21	-19	8	-1	4	7	1	27	0.3	/	2
COc1ccccc1N1CCN(C(=O)CSc2ccccc2)CC1	-47	-82	-2	4	11	8	6	2.1	-3	18
C=CCN(c1ccc(C(N)=O)cc1)S(C)(=O)=O	-34	8	0	-2	1	-1	12	0.0	-2	11
COc1ccc(CCNC(=O)COc2coc(CN3c4ccccc4CC3C)cc2=O)cc1OC (stereo unspecified)	/	13	0	/	-9	/	12	-0.3	-5	-6
CC(=O)Nc1ccc(Br)c2ccccc12	-3	-8	2	0	-14	6	11	-0.1	3	-8
NC(=O)C1CCN(c2ccc(C(F)(F)F)cn2)CC1	-65	-5	-3	-4	-4	-6	-1	0.0	0	5
CCc1nc2sc3c(c2c(=O)n1CCO)CCC3	-29	2	1	2	-19	1	8	0.0	2	-7
Cc1ccc(-c2cc(-c3ccccc3)[nH]c(=S)c2C#N)cc1	16	2	-5	-2	-8	-5	-5	1.2	-5	-25
Cc1ccc(S(=O)(=O)Oc2cccc(/C=N/n3cnnc3)c2)cc1	-30	-35	1	-3	-8	-2	17	0.5	-5	2
COc1ccc(CN2CC(C(=O)N3CCOCC3)CC2=O)cc1 (stereo unspecified)	-2	8	1	-1	-7	4	12	-0.3	15	7
CCCCCCOc1ccc(/C=N/NC(=O)C2CC2)cc1	-34	/	1	-2	/	5	37	/	/	/
CCc1ccc(NS(=O)(=O)c2ccc3[nH]c(=O)[nH]c3c2)cc1	-18	-15	-2	1	8	-3	-65	-0.9	0	18
CCN(Cc1ccncc1)C(=S)Nc1c(C)cccc1C	-19	23	4	1	-7	6	14	-0.4	-6	-6
COc1ccc(OC)c(CN2CCN(S(=O)(=O)c3ccc(NC(C)=O)cc3)CC2)c1	13	-24	4	3	-1	6	4	0.1	0	-2
C=CCN(CC=C)C(=S)NC(=O)c1ccc(OC)cc1	-45	-18	4	10	-2	4	15	-0.2	-3	2
COc1cc(S(=O)(=O)NC2CCCCC2)c(C)cc1C	-1	9	-3	2	0	-2	6	-0.4	2	13
COC(C[C@H](O)[C@H](C)[C@H](O)COCc1ccccc1)OC	/	-15	-3	/	-7	/	15	0.0	/	-4
CCC(C)NC(=O)c1nn(Cc2ccccc2)c(=O)c2ccccc12 (stereo unspecified)	-21	-1	-3	1	7	-2	14	0.3	-3	22
O=C(Nc1ccc2nsnc2c1)NC1CCCCC1	-98	-197	2	-2	23	-4	29	2.3	-1	45
CCOc1ccc(C2C(C#N)=C(C)NC3=C2C(=O)c2ccccc23)cc1 (stereo unspecified)	-37	19	1	-1	-3	-9	6	0.7	0	3
COc1ccc(S(=O)(=O)Nc2cccc(S(=O)(=O)NC3=NCCC3)c2)cc1[N+](=O)[O-]	/	9	1	/	-6	/	2	-0.7	-2	-7
O=C(Cn1cnc2ccccc2c1=O)OCC(=O)c1ccc2c(c1)OCCO2	-14	4	-1	-1	2	3	2	-0.7	-4	15
Cc1ccc(S(=O)(=O)N2CCOCC2)cc1C(=O)OCCOc1cccc(Cl)c1	/	10	-3	/	16	/	-3	-1.2	3	26
Cc1nn(C2CCS(=O)(=O)C2)c(Cl)c1/C=C/C(=O)OCC(=O)c1cc(C)n(-c2ccc(F)cc2)c1C (stereo unspecified)	10	-26	-3	2	-2	6	1	0.1	-49	-6
O=C1C2C3C=CC(C3)C2C(=O)N1c1ccc(-c2nc3ccccc3c(=O)o2)cc1 (stereo unspecified)	2	-30	1	0	-7	4	12	0.0	0	1
COCCNC(=O)c1sc2ncn(CC(=O)Nc3ccc(C)c(Cl)c3)c(=O)c2c1C	4	24	2	0	0	3	24	-0.1	/	10
CCCc1cc(=O)[nH]c(SCC(=O)c2cc(C)n(C)c2C)n1	-8	12	-1	2	-3	0	16	-0.4	/	1
COc1ccccc1N1CCN(C(=O)c2ccc(N3CCCC3=O)cc2)CC1	-23	16	3	0	6	3	19	-0.3	1	-4
COc1cc(/C=C(/NC(=O)c2ccccc2)C(=O)Nc2cccc(O)c2)c([N+](=O)[O-])cc1OC	-19	-40	16	-1	-6	-10	6	0.5	-1	7
CC1Cc2nc(SCC(=O)N3CCCc4ccccc43)n(C)c(=O)c2S1 (stereo unspecified)	-8	14	-2	0	6	-5	5	0.0	0	8
CCNc1nc(NCC)n2c(SCC(=O)c3ccc(C(C)C)cc3)nnc2n1	-10	-35	-2	-1	-4	-8	-7	4.0	1	51*
CCCCn1c(N)c(N(CC(C)C)C(=O)c2ccc(Br)s2)c(=O)[nH]c1=O	-22	-8	1	0	8	1	23	-0.6	0	9
COc1ccc(N2CCN(C(=O)C3CCN(S(=O)(=O)c4c(C)noc4/C=C/N(C)C)CC3)CC2)cc1	-16	-4	-11	2	-2	0	0	-0.6	-2	10
O=C(c1ccco1)N1CCN(C(=O)c2ccc(COc3ccc(F)cc3)o2)CC1	-7	17	1	-4	2	-9	54	-0.3	2	12
Cc1ccc(S(=O)(=O)Oc2ccc(C3C4=C(CCCC4=O)OC4=C3C(=O)CCC4)cc2)cc1	20	-7	0	2	3	1	22	-0.9	3	7

Other results:
SMILES	KLF5 inhibitor	aSyn 5UTR inh	GSK3B inh	HSP90 refold inh	HSF1 inh	IEC-6 tox	AI-2 QS modul	HIF act	GSK3 alpha inh	HSF-1 act
COc1cc(-c2noc(C)c2C(=O)NCCO)cc(OC)c1OC	-14	8	2	0	-7	0	10	-0.1	2	-11
CN(C(=O)c1cc(-c2ccccc2)on1)C1CCCCC1	-106	-188	2	4	13	2	11	1.6	1	30
CN(C)C(CNC(=O)CCc1c[nH]c2ccccc12)c1ccccc1 (stereo unspecified)	-25	3	-1	-4	-2	2	19	-4.5	-4	-1
O=C(NN=C1CCN(Cc2ccccc2)CC1)c1cc2ccccc2cc1O	-11	4	4	-6	-3	-4	41	1.4	0	-6
CC1CN(C(=O)COC(=O)c2ccc(O)cc2)CC(C)O1 (stereo unspecified)	-18	26	2	-2	-6	-4	23	0.4	-1	4
CC(=O)NCCC(=O)Nc1sc2c(c1-c1nc3ccccc3[nH]1)CCCC2	-7	-25	3	1	12	8	12	0.2	0	12
OC(COc1ccc2ccccc2c1Br)Cn1ccnc1 (stereo unspecified)	-16	-17	1	-1	-3	-4	42	0.8	1	19
O=c1[nH]nc(SCc2ccccc2)n1C1CC2C=CC1C2 (stereo unspecified)	-2	-14	-10	1	2	2	-35	0.0	2	0
CC(=O)Nc1ccc(NC(=O)CS(=O)(=O)c2cn(CC(=O)N3CCC(C)CC3)c3ccccc23)cc1	-29	3	-2	1	-5	-6	23	0.0	0	-2
O=C1Nc2cccnc2Sc2ccccc21	8	-21	-2	1	19	-4	18	/	-3	28
O=C(N/N=C/c1ccsc1)c1cc(O)cc(O)c1	-8	18	9	-3	-8	-3	31	-0.1	2	10
